Bioassay records deposited in PubChem BioAssay by several laboratories.
TCR-CD3 inh – inhibitors of human TCR-CD3 interaction, primary screen, biochemical, fluorescence, TAMRA-labeled TCR probe. T-cell receptor (TCR). inhibition, % at 9.4 µM. actives 0.37% (n = 360,000). AID 651800, 2012; in the data active means inhibition above about 19%;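 further: recombinant mutant TCR 2C K166C tagged with TAMRA read by polarization; 0% = receptor in buffer alone and 100% = receptor with positive control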
MBD2 DNA inh – inhibitors of MBD2 binding to methylated DNA, primary screen, biochemical, TR-FRET, DNA-binding domain, human. MBD2 binding to methylated oligonucleotide. inhibition, % at 4.4 µM. actives 0.31% (n = 370,000). AID 686964, 2013; in the data active means inhibition above about 13%
PRMT1 FP inh – PRMT1 methyltransferase inhibitors, primary screen, biochemical, fluorescence polarization; recombinant PRMT1, activity-based probe fluorescence polarization; Protein arginine N-methyltransferase 1 (Homo sapiens), Q99873; inhibition, % at 2.79 µM; actives 1.3% (n = 370,000); AID 652257, 2013;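 active means inhibition above about 21% made by adding two undisclosed values, limit read from the data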
rCAG binder – binders of r(CAG) RNA repeats, primary screen, biochemical, fluorescence; r(CAG) RNA repeat, TO-PRO-1 dye displacement fluorescence; inhibition, % at 3 µM; actives 1.3% (n = 370,000); AID 651821, 2012;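 active means inhibition above the plate cutoff, the mean of all test compounds on that plate plus 3 SD, cut at about 35% in these data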;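 further: 0% = DMSO alone and 100% = 100 µM mitoxantrone as full dye displacement; higher means more dye released from RNA so lower well fluorescence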
SIAE inh – human SIAE inhibitors, primary screen, biochemical, fluorescence polarization, FP-Rh probe, 1536-well HTS; Sialate O-acetylesterase (Homo sapiens), Q9HAT2; SIAE FP-Rh probe binding; inhibition, % at 9.66 µM; actives 0.69% (n = 370,000); AID 1053197, 2014;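 active means inhibition above a cutoff: mean of compounds within the control limits plus 3 SD of those, cut at about 17% in these data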;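 further: 0% = plate median of compound wells and 100% = probe without SIAE protein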
LEDGF integ inh – blockers of LEDGF/p75-dependent integrase strand transfer – biochemical, TR-FRET, high throughput, primary screen; inhibition, % at 3.7 µM; TR-FRET IN-LEDGF/p75 DNA integration, Eu/Cy5; actives 0.64% (n = 370,000); AID 743269, 2014;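 active means inhibition above the screen-wide mean plus 3 SD, cut at about 13% in these data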;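 further: signal is the Cy5 over europium emission ratio at 671 and 618 nm; 0% = plate median of compound wells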
TDP2 inh – human TDP2 enzyme inhibitors, primary screen, biochemical, epi absorbance, recombinant enzyme; Tyrosyl-DNA phosphodiesterase 2 (Homo sapiens), O95551; actives 0.34% (n = 370,000); AID 720702, 2013; inhibition, % at 12.8 µM; T5PNP hydrolysis, p-nitrophenol absorbance 415 nm;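 active means inhibition above the mean of all tested compounds plus 3 SD, set per campaign, cut at about 25% in these data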;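 further: 0% = DMSO with enzyme and 100% = buffer with substrate but no TDP2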
Target sequence (O95551 whole entry, looked up): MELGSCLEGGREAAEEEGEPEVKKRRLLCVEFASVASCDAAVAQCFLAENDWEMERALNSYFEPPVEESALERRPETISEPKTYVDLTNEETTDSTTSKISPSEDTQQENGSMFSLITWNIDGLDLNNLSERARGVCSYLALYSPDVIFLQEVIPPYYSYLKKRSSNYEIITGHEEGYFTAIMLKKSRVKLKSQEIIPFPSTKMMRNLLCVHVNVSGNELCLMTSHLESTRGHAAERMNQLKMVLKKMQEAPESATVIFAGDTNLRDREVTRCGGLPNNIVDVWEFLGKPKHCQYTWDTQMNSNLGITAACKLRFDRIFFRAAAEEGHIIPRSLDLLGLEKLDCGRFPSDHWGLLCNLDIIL
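Evaluation: % inhibition relative to enzyme-containing and enzyme-free wells. Material: recombinant human TDP2. Benchmarks: enzyme-free and DMSO wells. Timing: enzyme reaction with compound for 2 h at 37 °C. Compound dosing: 12.8 µM only. Measured by: p-Nitrophenol epi absorbance. Reagent: T5PNP substrate at 5 mM, a TopII-DNA adduct mimic. Replication: single well per compound.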
GC-B act – human GC-B receptor activators, primary screen, HEK293 GC-B cells, cGMP TR-FRET, EC30 CNP; activation, % at 10 µM; actives 0.11% (n = 370,000); Atrial natriuretic peptide receptor 2 (Homo sapiens), P20594; 0% at EC30 CNP, 100% saturating CNP;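 active means activation at 10 µM reaching about 35% in either raw or pattern-adjusted values, limit read from the data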
mABHD4 FP – ABHD4 inhibitors, primary screen, biochemical, fluorescence polarization, mouse; actives 0.54% (n = 370,000); (Lyso)-N-acylphosphatidylethanolamine lipase (Mus musculus), Q8VD66; inhibition, % at 8.92 µM; purified mABHD4, FP-Rh probe fluorescence polarization;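 active means inhibition exceeding the mean over every tested compound plus 3 SD, cut at about 30% in these data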;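 further: 0% = plate median of compound wells and 100% = S159A mutant with DMSO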
Target sequence (Q8VD66 whole entry, looked up): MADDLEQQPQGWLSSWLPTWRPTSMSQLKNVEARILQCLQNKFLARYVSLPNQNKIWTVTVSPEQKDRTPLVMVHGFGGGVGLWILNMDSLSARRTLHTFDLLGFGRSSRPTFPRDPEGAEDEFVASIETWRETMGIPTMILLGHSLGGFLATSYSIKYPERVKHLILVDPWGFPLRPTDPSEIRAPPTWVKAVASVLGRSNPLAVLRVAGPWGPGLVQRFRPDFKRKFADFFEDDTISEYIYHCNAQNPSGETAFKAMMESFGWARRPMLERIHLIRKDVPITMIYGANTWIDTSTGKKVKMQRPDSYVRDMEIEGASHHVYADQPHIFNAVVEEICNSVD
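Material: mouse ABHD4 enzyme, wild type; Benchmarks: S159A mutant high control, sample median low control; Buffer or medium: HEPES pH 7.0, NaCl, Pluronic buffer; Signal: fluorescence polarization; Read-out: percent inhibition of probe binding, normalized to plate controls; Timing: pre-incubation 45 min, probe exposure 60 min, at 25 °C; Dosing: 8.92 µM, single dose.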
HTRA1 inh – HTRA1 serine protease inhibitors, primary screen, biochemical, fluorescence polarization, HTS; Q92743; recombinant HTRA1, FP-rhodamine activity-based probe; inhibition, % at 5.96 µM; actives 0.5% (n = 340,000); AID 504803, 2011; in the data active means inhibition above about 36%;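 further: 0% = enzyme with DMSO and 100% = wells lacking enzyme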
Numbers without * were called inactive; / = not tested or not shown.

SMILES	TCR-CD3 inh	MBD2 DNA inh	PRMT1 FP inh	rCAG binder	SIAE inh	LEDGF integ inh	TDP2 inh	GC-B act	mABHD4 FP	HTRA1 inh
CN(C(=O)c1ccc(NC(=O)Cc2ccc(NC(=O)C3CCN(C(=O)C4CCC4)CC3)cc2)cc1)C1CCCC1	-2	-5	0	3	2	3	3	0	0	-3
COc1c2c(c(C)c3c1C(=O)OC3)O[C@@]1(C)CC[C@@]3(O)C(C)(C)OC(=O)CC[C@]3(C)[C@H]1C2	7	4	2	1	7	-2	0	-8	18	3
COC(=O)/C(C#N)=C/c1c(Oc2cccc(C)c2)nc2ccccn2c1=O	3	1	2	-3	1	-3	12	3	-2	0
COC(=O)[C@@H](NC(=O)NC1CCCCC1C)C(C)C (stereo not given in full)	6	2	0	0	-1	-2	-3	1	1	-2
COc1ccc2[nH]c(=O)c(CNc3ccccc3OC)cc2c1	5	-7	1	8	11	-1	11	-3	6	16
CCC(NC(=O)N(Cc1ccccc1)Cc1ccc2c(c1)OCO2)(C(F)(F)F)C(F)(F)F	2	-1	-2	1	-4	1	7	1	-3	-8
Cc1cc(C(=O)N/N=C2\CCCC(=O)C2)c(C)o1	3	2	-2	1	13	1	6	0	4	1
COC(=O)c1ccccc1NC(=O)CN1C(=O)c2ccccc2S1(=O)=O	1	-1	1	-3	6	-4	11	3	1	4
CN1CCN(c2ccc(CNC(=O)C3(C)Cc4c(-c5ccc6c(c5)OCO6)ccnc4O3)cc2)CC1 (stereo not given)	-1	3	-3	2	1	0	-4	-3	7	/
O=C(CSc1nnc(-c2ccco2)n1-c1ccccc1)N1CCN(C(=O)c2ccco2)CC1	6	-5	1	-2	6	1	-5	6	2	6
Cc1ccc(-c2csc3ncnc(N4CCN(C)CC4)c23)cc1C	-10	0	5	-8	-2	-4	-3	-19	0	6
COc1cc(NC(=O)c2ccc([N+](=O)[O-])cc2)c(OC)cc1NC(=O)CC(C)C	0	8	6	-4	2	-1	8	-2	15	2
Cc1csc(NC(=O)CCn2c(=O)oc3ccc(Cl)cc32)n1	-3	-2	1	3	8	-2	-7	9	2	-6
COc1cc2[nH]c(=S)nc(NCc3cccc(Cl)c3)c2cc1OC	-5	7	3	8	1	-1	-1	-7	7	-9
O=C(/C=C/C=C/c1ccccc1)c1ccco1	-7	6	16	14	-3	7	0	2	-6	-2
CCOc1ccc(NC(=S)N2CCN(C/C=C/c3ccccc3)CC2)cc1	2	-7	0	-6	3	-2	-7	3	-1	1
CCOc1ccc(-c2nc(-c3cccs3)c(CC(=O)O)s2)cc1OC	-3	1	-2	20	-1	3	0	6	-5	-4
O=C(CSc1nc2ccccc2s1)CSc1nc2ccccc2s1	-7	10	10	12	-11	-1	-9	7	-20	-8
COCCCN1CC(=O)N2C(c3ccc(C)cc3)c3[nH]c4ccccc4c3C[C@H]2C1=O (stereo not given in full)	-5	-1	3	8	3	0	18	3	-1	-17
S=c1[nH]ncn1/N=C/c1ccccc1	-2	-4	0	-1	3	10	-6	0	-8	-4
C[C@@]12C(=O)N(CC3CC3)CC(=O)N1[C@H](/C=C/c1ccccc1)[C@@H]1C(=O)N(c3ccccc3)C(=O)[C@@H]12	4	0	1	-4	3	2	5	0	0	-4
CCC(=O)N1CCc2cc(Br)cc(S(=O)(=O)CCC(=O)NCCc3ccccc3)c21	5	1	-1	-3	-4	1	2	-3	-5	5
Cc1cc(NC(=O)CSc2ccc3nnc(-c4ccc(Cl)cc4)n3n2)no1	-3	5	-1	4	-3	-1	2	0	2	-5
CCOC(=O)N1CCN(CC(=O)Nc2nnc(C(F)(F)F)s2)CC1	3	-1	7	3	-7	-3	3	4	5	-1
Cc1ccc(S(=O)(=O)N2CCCCC2)cc1NC(=O)CSc1ncccn1	7	1	0	5	5	0	-1	-1	4	-4
O=C1COc2ccc(C(=O)COC(=O)Cc3ccc(F)cc3)cc2N1	3	1	-1	5	-4	-2	5	-1	-4	0
Cc1ccc(NC(=O)Nc2cnccn2)c(C)c1	-1	-1	1	1	-2	-1	-4	-4	11	-3
COc1ccc(-n2nc(C(=O)NCC(=O)N3CC(C)CC(C)C3)c3ccccc3c2=O)c(OC)c1 (stereo not given)	-4	3	-1	-4	4	-2	10	-6	0	-3
Cc1ccc(C2=NN(CC(=O)NCc3ccco3)C(=O)CC2)cc1	3	-1	0	6	-1	-2	-4	-2	6	2
CC1CCc2sc(C(=O)OCC(=O)NCc3ccc(F)cc3)cc2C1 (stereo not given)	4	-1	0	1	3	-1	6	-2	-2	-6
CC(C)(C)c1ccc(-c2nc(NCc3cccnc3)c3ccccc3n2)cc1	11	-2	0	7	-28	1	-14	-7	-24	-76
CC1(C)CC(=O)C(C=NCCCN2CCCC2=O)=C(O)C1	-4	3	-2	-3	1	3	8	-1	4	0
CN(C)c1ccc(/C=C(/NC(=O)c2ccccc2)C(=O)N/N=C/c2ccc([N+](=O)[O-])c(O)c2)cc1	2	-8	7	67*	5	-5	-12	-10	28	15
CC(C)C[C@H]1CN(CCCC[C@H]2CNC(=O)C(=O)N2CC2CCCCC2)C(=O)C(=O)N1CCC1CCCCC1	1	1	-1	1	5	1	-1	-4	3	/
CCCNC(=O)N1CCC(C(=O)c2cccc(F)c2)CC1	-1	3	1	0	-4	-2	-14	2	-1	-3
Oc1cccc2c3c(oc12)CCCC3	-1	4	0	1	5	-1	9	-4	-3	/
Cc1ccc(C)n1-c1sc2c(c1C(=O)O)CCCC2	6	12	27*	35*	3	25*	16	1	15	26
Cc1ccc(-n2c(C)nnc2SCC(=O)N2CCc3ccccc3C2)cc1	0	-1	2	-6	-2	2	-2	-6	4	0
OCC[C@@H]1C[C@H](O)[C@@H](O)[C@]2(CCc3ccccc3O2)O1	-4	-5	-1	0	-1	-2	-9	4	4	-1
CC(C)CC(=O)N(c1ccc(F)cc1)C1C=CS(=O)(=O)C1 (stereo not given)	3	2	1	-2	-4	-2	7	0	-1	-4
COc1ccccc1CCNC(=O)C1CCC(=O)N(C2CC2)C1 (stereo not given)	2	-4	0	-5	4	2	4	0	4	4
CCN(CC)CCOC(=O)c1ccc(NC(=O)CNC(=O)C2CCCCC2)cc1	2	-3	-1	0	-7	-4	16	7	5	3
CC1CCN(C(=O)c2cc(F)c(F)cc2Cl)CC1	2	-4	-1	-4	4	1	1	2	8	0
Nc1oc2ccc(F)cc2c(=O)c1C=O	0	-2	-3	1	1	-1	-6	2	5	2
O=C(O/N=C1/CCSc2ccccc21)c1ccccc1	5	-2	0	-1	2	-2	-5	-1	-7	-14
CCc1nnc(NS(=O)(=O)c2ccc(NC(=O)c3cccc([N+](=O)[O-])c3)cc2)s1	2	1	1	45*	-3	3	-5	-3	-18	-10
COc1ccccc1N1CC(C(=O)Nc2ccc(C)c(S(=O)(=O)N3CCOCC3)c2)CC1=O (stereo not given)	-2	6	12	3	7	0	-6	5	8	-2
CCOC(=O)c1nnc(-c2ccccc2)nc1N1CCSCC1	5	-3	0	-5	2	5	2	1	-7	-4
CC(=O)Nc1cccc(NC(=O)c2cccc(Cl)c2)c1	-3	4	-5	1	4	1	5	1	1	/
CC(=O)Nc1cccc(-c2ccnc3c2CC(C(=O)NCCC(F)(F)F)O3)c1 (stereo not given)	0	1	4	0	0	-4	12	-5	3	/

Of the compounds above, nine contain fluorine.
SMILES	TCR-CD3 inh	MBD2 DNA inh	PRMT1 FP inh	rCAG binder	SIAE inh	LEDGF integ inh	TDP2 inh	GC-B act	mABHD4 FP	HTRA1 inh
CCC(NC(=O)N(Cc1ccccc1)Cc1ccc2c(c1)OCO2)(C(F)(F)F)C(F)(F)F	2	-1	-2	1	-4	1	7	1	-3	-8
CCOC(=O)N1CCN(CC(=O)Nc2nnc(C(F)(F)F)s2)CC1	3	-1	7	3	-7	-3	3	4	5	-1
O=C1COc2ccc(C(=O)COC(=O)Cc3ccc(F)cc3)cc2N1	3	1	-1	5	-4	-2	5	-1	-4	0
CC1CCc2sc(C(=O)OCC(=O)NCc3ccc(F)cc3)cc2C1 (stereo not given)	4	-1	0	1	3	-1	6	-2	-2	-6
CCCNC(=O)N1CCC(C(=O)c2cccc(F)c2)CC1	-1	3	1	0	-4	-2	-14	2	-1	-3
CC(C)CC(=O)N(c1ccc(F)cc1)C1C=CS(=O)(=O)C1 (stereo not given)	3	2	1	-2	-4	-2	7	0	-1	-4
CC1CCN(C(=O)c2cc(F)c(F)cc2Cl)CC1	2	-4	-1	-4	4	1	1	2	8	0
Nc1oc2ccc(F)cc2c(=O)c1C=O	0	-2	-3	1	1	-1	-6	2	5	2
CC(=O)Nc1cccc(-c2ccnc3c2CC(C(=O)NCCC(F)(F)F)O3)c1 (stereo not given)	0	1	4	0	0	-4	12	-5	3	/

Not all compounds are listed (hit frequency here may not be typical).
